S1P4 antag = blocks the human S1P4 receptor; O95977; S1P4-expressing cells, antagonist mode, reporter read-out; inhibition, % at 4.98 µM; 220,000 tested, 0.26% active; AID 1510; in the data active = inhibition above about 29%;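 note: 0% = wells stimulated with agonist and 100% = vehicle wells without agonist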
CHOP inh = blocks CHOP induction under ER stress; CHO-K1 CHOP-promoter luciferase, tunicamycin-induced, 15-18 h; inhibition, % at 10 µM; AID 2732; 220,000 tested, 3.8% active;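 active = compounds that reduced the stress-induced luciferase reporter signal by more than about 70% of percent inhibition, limit read from the data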;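 note: 0% = tunicamycin plus vehicle and 100% = wells without tunicamycin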
NPY1 pot ag = potentiates or activates human NPY-Y1 receptor | P25929 | NPY-Y1 expressing cells, potentiator/agonist activation | activation, % at 3.6 µM | 220,000 tested, 0.37% active; in the data active = activation above about 33%, passing the limit was not always enough;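 note: cells stimulated with NPY at EC10 then isoproterenol at EC100; 0% = low agonist plus stimulus and 100% = saturating agonist plus stimulus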
NPY-Y1 antag = antagonists of human neuropeptide Y receptor Y1; inhibition, % at 3.6 µM; P25929; 200,000 tested, 1% active; HEK293-CNG Y1 cells, membrane potential fluorescence; NPY at EC95, then isoproterenol;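 active = inhibition above the campaign mean inhibition of all tested compounds plus 3 SD, cut at about 20% in these data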;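 note: 0% = DMSO wells given NPY plus isoproterenol and 100% = isoproterenol alone without NPY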
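material = HEK293 cells with Y1 receptor plus CNG channel | also added = NPY 25 nM then isoproterenol 1 µM plus Ro 20-1724 25 µM | schedule = dye 3 h, compound 60 min room temperature, stimulation 45 min | measured by = membrane potential fluorescence | benchmarks = high control isoproterenol alone, low control NPY with isoproterenol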
S1P4 agonist = agonists of human S1P4 receptor | S1P4-expressing cell line, agonist reporter assay | activation, % at 4.98 µM | 220,000 tested, 0.35% active | AID 1509; in the data active = activation above about 11%;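 note: 0% = DMSO vehicle and 100% = reference agonist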
EP2 modulator = EP2 receptor (human) modulation; P43116; EP2-expressing cells, cAMP HTRF FRET, PGE2 co-stimulation; induction, % at 25 µM; 260,000 tested, 0.83% active; AID 940;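 active = compounds whose cAMP rise, as percent of the full-agonist control response, exceeds 60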;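 note: rat C6 glioma line stably carrying human EP2 under a CMV promoter; the protocol text gives 20 µM as final concentration; 100% = response of wells given 1 µM PGE2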
Target sequence (P43116 whole entry, looked up): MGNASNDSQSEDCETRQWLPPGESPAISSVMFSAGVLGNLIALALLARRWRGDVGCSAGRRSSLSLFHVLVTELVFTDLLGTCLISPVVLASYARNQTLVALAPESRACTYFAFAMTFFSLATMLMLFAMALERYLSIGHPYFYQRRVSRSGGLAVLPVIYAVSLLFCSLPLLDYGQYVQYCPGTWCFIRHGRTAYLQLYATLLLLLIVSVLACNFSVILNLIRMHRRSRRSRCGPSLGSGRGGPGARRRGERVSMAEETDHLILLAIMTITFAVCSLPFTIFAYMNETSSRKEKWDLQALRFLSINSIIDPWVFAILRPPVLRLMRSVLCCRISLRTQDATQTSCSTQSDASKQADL
zfTRPN1 agonist = agonists of zebrafish TRPN1 channel. AID 1424. activation, % at 3 µM. HEK293 zebrafish TRPN1-YFP, Fluo-8 calcium fluorescence; 100% = response to 87 µM carbachol. 220,000 tested, 0.18% active;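 active = activation above its plate's cutoff, the mean activation of test wells on that plate plus 3 SD, cut at about 19% in these data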;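 note: 0% = DMSO alone and 100% = 87 µM carbachol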
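System: zebrafish TRPN1-YFP in HEK293 cells / Dosing: 3 µM single point / Timing: dye loading 1 h at 37 °C, then 30 min room temperature / Signal: Fluo-8 calcium fluorescence, excitation 470-495 nm, emission 515-575 nm / Read-out basis: percent activation from peak over basal fluorescence ratio, control-normalized / Control set: high carbachol 87 µM, low DMSO alone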
NPY-Y2 PAM-ag = potentiators or agonists of human neuropeptide Y receptor Y2. AID 1359. 220,000 tested, 0.45% active. cells expressing NPY-Y2, potentiator/agonist read-out. activation, % at 3.6 µM; in the data active = activation above about 27%;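 note: cells stimulated with NPY near EC25 plus isoproterenol at EC100; 0% = vehicle plus submaximal agonist and 100% = vehicle plus saturating agonist; some results beyond the cut were filed as inactive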
TRPML3 ag = human mucolipin-3 channel agonism | Q8TDD5 | HEK293 TRPML3-YFP, Fluo-8 calcium fluorescence; 100% = the carbachol control signal | activation, % at 3 µM | 220,000 tested, 0.29% active | AID 1448;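 active = activation above its plate's cutoff, the mean activation of the plate's test wells plus 3 SD, cut at about 12% in these data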;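 note: 0% = DMSO only wells and 100% = carbachol wells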
Target sequence (Q8TDD5 whole entry, looked up): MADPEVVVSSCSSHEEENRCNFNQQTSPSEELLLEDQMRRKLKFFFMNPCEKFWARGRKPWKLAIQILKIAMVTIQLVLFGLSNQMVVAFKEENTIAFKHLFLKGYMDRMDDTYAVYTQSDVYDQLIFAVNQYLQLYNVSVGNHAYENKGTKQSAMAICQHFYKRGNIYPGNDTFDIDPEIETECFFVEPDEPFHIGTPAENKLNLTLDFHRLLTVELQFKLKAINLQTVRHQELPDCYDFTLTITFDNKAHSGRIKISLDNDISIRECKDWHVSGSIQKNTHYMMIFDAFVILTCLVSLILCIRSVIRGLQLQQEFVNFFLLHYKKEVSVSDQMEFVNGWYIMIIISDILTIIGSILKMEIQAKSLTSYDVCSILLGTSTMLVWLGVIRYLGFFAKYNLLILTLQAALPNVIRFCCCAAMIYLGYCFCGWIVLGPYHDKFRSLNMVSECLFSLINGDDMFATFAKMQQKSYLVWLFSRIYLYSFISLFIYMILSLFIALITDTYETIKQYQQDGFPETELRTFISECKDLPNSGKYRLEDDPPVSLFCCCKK
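Material: HEK293 cells stably carrying human TRPML3-YFP; compound dosing: single dose, 3 µM final nominal compound, 0.3% DMSO final; incubation: 1-h 37 °C dye load, 5-s basal, 120-s post-compound reads; technique: Fluo-8 intracellular calcium fluorescence, excitation 470-495 nm, emission 515-575 nm; read-out basis: percent activation from peak-to-basal fluorescence ratio, scaled between DMSO and carbachol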
The depositor's hits bear a star; . = not tested or not shown; & = joins results of further samples.

structure	zfTRPN1 agonist	S1P4 agonist	S1P4 antag	NPY1 pot ag	TRPML3 ag	EP2 modulator	NPY-Y1 antag	NPY-Y2 PAM-ag	CHOP inh
CCOC(=O)C1CCCN(C(=O)c2ccc(Cn3c(=S)[nH]c4cc(C(=O)OC)ccc4c3=O)cc2)C1 (stereo not given)	0.5	0.1	-19.0	-5.4	0.5	-4.7	2.7	-16.4	18.9
CCc1ccc(OCCCC(=O)Nc2ccc(N3CCCCC3)cc2)cc1	1.6	1.2	-11.6	-18.1	1.2	14.0	-0.7	0.7	-2.3
CCn1cc([N+](=O)[O-])c(C(=O)N2N=C(c3ccc(Cl)c(Cl)c3)CC2c2ccccc2O)n1 (stereo not given)	-0.3	0.5	17.1	15.4	0.0	45.8	6.2	-2.7	100.6*
O=C(NC1CCCC1)c1ccc(Br)s1	-0.1	-0.5	-13.0	9.6	1.0	-8.0	1.1	16.4	4.7
Cc1cccc(C)c1NC(=O)C1(N(Cc2ccco2)C(=O)CC2NC(=O)NC2=O)CCCCC1 (stereo not given)	-0.6	-1.0	9.4	-3.8	0.1	1.3	4.1	1.1	76.8*
COCCSc1nnc(NC(=O)CSc2ccccc2)s1	0.3	-1.0	-17.7	-2.9	0.2	15.0	-0.6	7.2	23.6
CCOC(=O)c1cc2c(=O)n3ccccc3nc2n(CCOC)c1=NC(=O)c1c(-c2c(F)cccc2Cl)noc1C	1.3	2.7	-12.1	20.2	0.0	-18.0	-3.6	8.2	-2.5
CCCOCCc1nnc(N)s1	2.1	0.6	-6.3	12.2	0.3	-3.2	.	-10.4	9.6
O=C(COc1ccccc1F)N1CCN(S(=O)(=O)/C=C/c2ccccc2)CC1	-1.0	0.6	-53.4	-3.0	0.1	-3.8	8.9	4.2	15.2
COCCCNC(=S)N/N=C/c1ccc(N(C)C)cc1	0.5	0.6	0.3	-4.2	0.3	-47.2	-3.5	-13.5	4.8
O=C1NC(=O)C(c2ccccc2)(c2ccccc2)N1	0.5&2.1&0.1	2.5&-2.2&1.0	-8.0&-7.2&-25.7	-15.6&10.8&-0.7	0.3&1.0&0.4	24.0&6.4&23.4&5.9&29.7	-1.2&0.6&1.8	-5.2&-4.8&3.8	13.5&-4.7&-3.4&3.6
O=C(COC(=O)CNC(=O)c1ccccc1)Nc1cccc(Br)c1	0.6	0.7	-1.0	-15.8	-0.7	2.9	-0.1	-12.2	7.0
O=C(CCN1C(=O)C2C3C=CC(C3)C2C1=O)Nc1ccccn1 (stereo not given)	0.0	-0.5	-16.1	19.0	-0.2	-12.4	6.1	3.3	8.1
CCC(=O)Nc1nnc(-c2ccc(Cl)s2)o1	-0.3	1.4	-6.5	1.2	0.2	12.8	1.4	0.9	-14.6
O=C(Nc1ccccc1OC(F)F)c1ccc(Br)o1	-2.6	-0.2	-6.2	-4.3	0.6	18.2	6.3	-35.3	1.3

The last two records of the part above open the next one.
structure	zfTRPN1 agonist	S1P4 agonist	S1P4 antag	NPY1 pot ag	TRPML3 ag	EP2 modulator	NPY-Y1 antag	NPY-Y2 PAM-ag	CHOP inh
CCC(=O)Nc1nnc(-c2ccc(Cl)s2)o1	-0.3	1.4	-6.5	1.2	0.2	12.8	1.4	0.9	-14.6
O=C(Nc1ccccc1OC(F)F)c1ccc(Br)o1	-2.6	-0.2	-6.2	-4.3	0.6	18.2	6.3	-35.3	1.3
CC(C)=C(NC(=O)c1ccccc1)C(=O)N1CCOCC1	0.3	3.1	7.2	12.6	0.6	-7.2	22.4*	13.5	-12.4
CCOC(=O)c1cc(CC)sc1NC(=O)CC1SC(N)=NC1=O (stereo not given)	-0.8	-1.0	-5.9	-1.3	0.4	8.7	-1.7	17.9	2.5
O=C(NCc1ccccn1)C1CCC(=O)N1C1CCCCC1 (stereo not given)	1.1	1.0	-17.8	2.6	-0.5	26.7	3.7	1.1	10.8
COc1ccc(Nc2ncc(C#N)c(N)n2)c(OC)c1	-1.0	-1.4	9.8	-17.1	-0.6	-3.3	.	-1.4	-15.2
O=c1/c(=C/c2cccc3ccccc23)sc2ncnn12	1.3	-1.8	-4.3	-7.2	-0.9	-7.8	9.1	-3.2	33.1
CCC(C)(C(=O)Nc1ccc2c(c1)OCCO2)N(C(C)=O)c1ccc(C(N)=O)cc1 (stereo not given)	-0.8	1.2	-9.3	-5.1	-0.3	19.4	1.8	1.3	-18.4
O=S(=O)(NC1CCN(Cc2ccccc2)CC1)c1cccc2cccnc12	0.6	0.8	-9.7	-21.4	-0.7	-10.8	6.1	-12.0	8.9
Nc1ccn([C@H]2CC[C@@H](CO)O2)c(=O)n1	1.8&-0.2	1.3&0.0	9.1&-5.3	-2.1&11.5	0.1&1.2	16.7&5.7	-4.8&-6.4	-5.2&9.8	5.4&-1.4&8.4
COC(=O)CC(NC(=O)c1ccc(C)cc1)c1ccccc1 (stereo not given)	-1.0	-1.1	2.0	19.8	-0.1	18.1	1.6	-1.9	34.8
CCOC(=O)N1CCN(S(=O)(=O)c2ccc3[nH]c(=O)oc3c2)CC1	1.7	1.1	8.9	-1.9	0.7	7.8	.	0.1	-5.0
C=CCNC(=O)NC(=O)CSc1nc2cc([N+](=O)[O-])ccc2n1-c1cccc(C(F)(F)F)c1	0.0	-0.5	-19.4	4.2	0.2	23.1	-2.8	9.0	4.4
CSCCC(NC(=O)c1cccc([N+](=O)[O-])c1)C(=O)O (stereo not given)	0.2	-0.3	-4.1	-4.5	0.8	18.9	-1.0	4.4	10.4
CCC(=O)Nc1ccc2c(c1)nc1n2CCSC1	1.8	-0.3	-0.8	4.6	0.5	7.6	0.8	-8.0	-11.5
Cc1ccc(C(=O)NC(=S)Nc2ccc(Oc3ccc(Cl)cc3)cc2)cc1	0.7	0.5	-2.8	-10.2	-0.2	0.3	1.5	2.6	36.0
Cc1[nH]oc(=O)c1N=Nc1c(Cl)cccc1Cl	3.3	-0.8	-4.6	-8.6	0.8	-30.3	16.4	-13.6	24.0

Compound profiles (already shown). Screens in order: zfTRPN1 agonist, S1P4 agonist, S1P4 antag, NPY1 pot ag, TRPML3 ag, EP2 modulator, NPY-Y1 antag, NPY-Y2 PAM-ag, CHOP inh
CCOC(=O)N1CCN(S(=O)(=O)c2ccc3[nH]c(=O)oc3c2)CC1 across the screens: 1.7, 1.1, 8.9, -1.9, 0.7, 7.8, ., 0.1, -5.0
COc1ccc(Nc2ncc(C#N)c(N)n2)c(OC)c1 across the screens: -1.0, -1.4, 9.8, -17.1, -0.6, -3.3, ., -1.4, -15.2

More structures:
structure	zfTRPN1 agonist	S1P4 agonist	S1P4 antag	NPY1 pot ag	TRPML3 ag	EP2 modulator	NPY-Y1 antag	NPY-Y2 PAM-ag	CHOP inh
COc1ccc(NC(=O)c2ccc(Cn3cc(Cl)cn3)cc2)cc1	0.0	0.7	-0.7	4.9	-0.2	-52.2	2.4	7.0	12.1
CC(=O)NC(CC(=O)N(C)Cc1cccc(Cl)c1Cl)c1ccccc1 (stereo not given)	0.5	-0.3	2.7	18.5	0.3	-1.8	1.6	13.2	7.5
COc1ccc(S(=O)(=O)N2CCc3cc(OC)c(OC)cc3C2)cc1	0.9	0.0	-6.3	-14.0	0.7	-3.1	.	-34.2	5.0
Fc1ccc(-c2oncc2-c2nnnn2-c2ccccc2)cc1F	-0.5	-0.4	-5.2	14.9	-0.8	8.1	0.6	11.4	-8.5
CC1(C)C(=O)Nc2ccccc2N1C(=O)COC(=O)C1CCCCC1	0.0	1.4	12.7	-14.5	0.1	10.6	2.6	-0.6	18.9
N#C/C(=C\c1cccnc1)C(=O)Nc1ccccc1	1.6	-0.9	-13.8	-21.3	0.6	-5.8	-3.5	-3.1	-37.8
CCOC(=O)N1CCC(Nc2c(NCCCN3CCN(C4CCCCC4)CC3)c(=O)c2=O)CC1	0.7	0.8	-2.9	10.5	0.9	33.3	-2.7	5.2	-15.3
COc1ccccc1CNc1ccc(CNc2ncn[nH]2)cc1	-1.1	-0.5	4.4	6.4	0.6	6.5	-1.3	-2.7	-2.2
O=C(/C=C1\SC(=O)N(CC(=O)Nc2ccc(F)cc2)C1=O)Nc1ccc(Cl)cc1	-0.4	0.5	2.0	3.3	1.2	25.4	3.7	15.3	-22.5
O=C(CCCOc1ccc(Cl)cc1Cl)N1CCc2ccccc2C1	-1.2	1.4	-17.8	-25.2	0.7	-29.5	9.9	-12.7	10.3
O=C(CCNS(=O)(=O)c1cccc2nsnc12)NC1CCCc2ccccc21 (stereo not given)	1.8	-0.4	-6.6	4.3	-0.4	-20.2	-1.2	0.3	34.7
Cc1cccn2cc(CCNS(=O)(=O)c3cccc([N+](=O)[O-])c3)nc12	1.2	-1.1	-11.9	-2.3	0.4	4.4	.	-7.6	1.3
O=C(OCC(=O)N1CCCCC1)c1cc(NS(=O)(=O)c2ccc(Cl)c([N+](=O)[O-])c2)ccc1O	-2.0	2.4	-12.7	-1.8	0.1	15.7	-1.6	5.8	-45.0
CC(=O)N1N=C(c2ccncc2)OC1(Cc1ccccc1)Cc1ccccc1	-0.8	-4.0	23.2	-11.7	1.8	36.8	.	-15.7	-11.2
Cc1oc(-c2ccc(Cl)cc2)nc1CN1CCCC(C(=O)NCCCN2CCOCC2)C1 (stereo not given)	-0.8	-1.1	-0.7	-65.6	-0.5	11.1	12.2	-39.2	19.5
CCc1nccn1S(=O)(=O)c1ccc2ccccc2c1	0.2	0.4	-1.9	-40.5	0.7	-13.8	4.5	-16.3	6.3
Cc1cccc(N2CCN(C(=O)c3ccc4c(c3)OCCO4)CC2)c1C	-1.7	0.3	-5.9	-0.1	-0.4	-0.8	-1.2	1.3	31.1

Screening results from PubChem.
